H1N1 NS1A inhibition = H1N1 influenza NS1A inhibitors, functional cell based assay (AID 504329). NS1A functional cell-based assay, percent inhibition; higher % means a stronger effect. 340,000 compounds, 0.3% hits. inhibition, % at 12.5 µM, or IC50 in µM where a hit was titrated; in the data active = a potency from the dose series; inconclusive = inhibition above about 27% without an active follow-up result; also: strong numbers were not always called active
Salmonella PhoP GFP = PhoP regulon inhibitors, Salmonella typhi PhoP promoter GFP reporter, confirmatory (AID 1850); Salmonella Typhi PhoP-promoter GFP reporter, fluorescence, 4 h; higher % means a stronger effect; inhibition, % at 50 µM, or IC50 in µM where a hit was titrated; 310,000 compounds, 0.33% hits; in the data active = a potency from the dose series; inconclusive = inhibition mostly from about 25% at the one dose, without a potency; inactive = the rest, 99 in 100 with inhibition below about 19%;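 also: 0% = induced wells with vehicle and 100% = uninduced wells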
tuberculosis growth = growth inhibition of non-replicating M. tuberculosis (AID 488890); Mycobacterium tuberculosis non-replicating, growth inhibition; higher % means a stronger effect; inhibition, % at 25 µM; hits with a dose series show IC50 in µM; 320,000 compounds, 0.39% hits; in the data active = a potency from the dose series; inconclusive = inhibition mostly from about 82% at the one dose, without a potency; inactive = the rest, 99 in 100 with inhibition below about 76%;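 also: plate controls were DMSO cells for no effect and high antibiotic wells for full effect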
M. tuberculosis HTS = M. tuberculosis growth inhibition, HTS (AID 449762); 330,000 compounds, 0.59% hits; M. tuberculosis H37Rv growth inhibition, 7H9 media; higher % means a stronger effect; inhibition, % at 25 µM, or IC50 in µM where a hit was titrated; in the data active = a potency from the dose series; inconclusive = inhibition above about 70% without an active follow-up result;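 also: bacterial growth assessed after seven days of incubation; strong numbers were not always called active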
VEEV TC-83 Vero = inhibitors of VEEV TC-83 cytopathic effect, confirmation, Vero cells (AID 588727). Vero cells, VEEV TC-83 cytopathic effect inhibition; higher % means a stronger effect. inhibition, % at 20 µM; hits with a dose series show IC50 in µM. 350,000 compounds, 0.13% hits; in the data active = a potency from the dose series; inconclusive = inhibition mostly from about 14% at the one dose, without a potency; inactive = the rest, 99 in 100 with inhibition below about 12%; also: strong numbers were not always called active
VEEV TC-83 Vero 10K pilot screen = recorded beside VEEV TC-83 Vero, whose call it bears; inhibition, %; measured here: 10K pilot screen inhibition
The depositor's hits bear a star.

For Cc1onc(-c2ccccc2)c1C(=O)Nc1ccc(C(=O)N2CCCCC2)cc1 the results were H1N1 NS1A inhibition -22%, Salmonella PhoP GFP -8%, tuberculosis growth 18%, M. tuberculosis HTS 8% and VEEV TC-83 Vero 0.6%.
Screening CC[C@]12c3[nH]c4cc(CCC(=O)N(C)C)ccc4c3CCN1C(=O)[C@@H](CC(=O)NC/C=C(\C)CCC=C(C)C)C[C@@H]2C(=O)N1CCN(C(=O)c2ccco2)CC1 returned H1N1 NS1A inhibition -2% and VEEV TC-83 Vero 0.1%.
O=C(NCCCN1CCCCC1)C1CCN(S(=O)(=O)N2CCC3(CC2)OCCO3)CC1 was read as H1N1 NS1A inhibition 3%, Salmonella PhoP GFP -8%, tuberculosis growth -4%, M. tuberculosis HTS -4% and VEEV TC-83 Vero inactive.
For CC(=O)c1ccc(N(CC(=O)NC2CCCCC2)C(=O)c2csnn2)cc1 the results were H1N1 NS1A inhibition 7%, Salmonella PhoP GFP 2%, tuberculosis growth -16%, M. tuberculosis HTS 5% and VEEV TC-83 Vero 0.4%.
For CS(=O)(=O)N1CCc2cc(S(=O)(=O)NCCNS(=O)(=O)c3ccc4c(c3)CCN4S(C)(=O)=O)ccc21 the results were H1N1 NS1A inhibition -9%, Salmonella PhoP GFP 10%, tuberculosis growth 0%, M. tuberculosis HTS 1% and VEEV TC-83 Vero inactive.
`Cc1ccc(-c2nn(Cc3ccccc3)cc2C(=O)N2CCN(c3ccccn3)CC2)cc1` gave H1N1 NS1A inhibition 1%, tuberculosis growth 27%, M. tuberculosis HTS 5% and VEEV TC-83 Vero 0.3%.
Screening COc1cccc(NC(=O)Nc2ccncc2)c1 returned H1N1 NS1A inhibition 9%, Salmonella PhoP GFP -3%, tuberculosis growth -1%, M. tuberculosis HTS -1% and VEEV TC-83 Vero 0.9%.
CC(=O)Nc1ccc(S(=O)(=O)N2CCC(c3nnc(-c4ccc(C)cc4)o3)CC2)cc1 was read as H1N1 NS1A inhibition 5%, Salmonella PhoP GFP -4%, tuberculosis growth 22%, M. tuberculosis HTS -10%, VEEV TC-83 Vero 7.2% and VEEV TC-83 Vero 10K pilot screen 0.9.
CCOC(=O)N/N=C/c1c(C)c(C(=O)c2ccc(F)cc2)n2ccccc12 was read as H1N1 NS1A inhibition -2%, Salmonella PhoP GFP -6%, tuberculosis growth 3%, M. tuberculosis HTS 2% and VEEV TC-83 Vero 1.0%.
COCCN(Cc1cc2cc3c(cc2nc1Cl)OCO3)C(=O)Nc1ccccc1OC was read as H1N1 NS1A inhibition -7%, Salmonella PhoP GFP -22%, tuberculosis growth 1%, M. tuberculosis HTS 11% and VEEV TC-83 Vero 1.6%.
`Cn1cccc1CC(=O)N/N=C\c1cccs1` gave H1N1 NS1A inhibition 2%, Salmonella PhoP GFP 5%, tuberculosis growth 5%, M. tuberculosis HTS -9% and VEEV TC-83 Vero 5.3%.
O=C(O)c1cc(-c2ccc(/C=N/N3C(=O)C4C5C=CC(C6CC56)C4C3=O)o2)ccc1Cl (stereo not drawn) was read as H1N1 NS1A inhibition -13%, Salmonella PhoP GFP 4%, tuberculosis growth -3%, M. tuberculosis HTS -2% and VEEV TC-83 Vero 3.6%.

Next part, starting with the last 2 of the part before.
`Cn1cccc1CC(=O)N/N=C\c1cccs1` gave H1N1 NS1A inhibition 2%, Salmonella PhoP GFP 5%, tuberculosis growth 5%, M. tuberculosis HTS -9% and VEEV TC-83 Vero 5.3%.
O=C(O)c1cc(-c2ccc(/C=N/N3C(=O)C4C5C=CC(C6CC56)C4C3=O)o2)ccc1Cl (stereo not drawn) was read as H1N1 NS1A inhibition -13%, Salmonella PhoP GFP 4%, tuberculosis growth -3%, M. tuberculosis HTS -2% and VEEV TC-83 Vero 3.6%.
`Cc1ccc(/C=C/C(=O)NC(=S)Nc2ccc(S(=O)(=O)Nc3cc(C)on3)cc2)cc1` gave H1N1 NS1A inhibition 9%, Salmonella PhoP GFP 12%, tuberculosis growth 29%, M. tuberculosis HTS 5% and VEEV TC-83 Vero 2.9%.
Screening Cc1ccc(C)c(-n2nnnc2SCC(=O)NCCC2=CCCCC2)c1 returned H1N1 NS1A inhibition -1%, Salmonella PhoP GFP 1%, tuberculosis growth 8%, M. tuberculosis HTS -6% and VEEV TC-83 Vero inactive.
C/C(N)=C(/C#N)C(=O)CSc1nnc(-c2ccccc2Br)o1 was read as H1N1 NS1A inhibition 0%, Salmonella PhoP GFP 13%, tuberculosis growth -9%, M. tuberculosis HTS 7% and VEEV TC-83 Vero 3.2%.
For COc1ccccc1OCC(=O)N/N=C/c1c(O)ccc2ccccc12 the results were H1N1 NS1A inhibition -6%, Salmonella PhoP GFP -3%, tuberculosis growth 58%, M. tuberculosis HTS -5% and VEEV TC-83 Vero 9.6%.
`Cc1nn(C)cc1CNC(=O)c1ccc(Br)o1` gave H1N1 NS1A inhibition -2%, Salmonella PhoP GFP 3%, tuberculosis growth 7%, M. tuberculosis HTS -7% and VEEV TC-83 Vero 0.7%.
C#CCSc1nc2[nH]ncc2c(=O)[nH]1 was read as H1N1 NS1A inhibition -2%, Salmonella PhoP GFP -3%, tuberculosis growth 19%, M. tuberculosis HTS -2% and VEEV TC-83 Vero inactive.
Screening COc1cc(SC)ccc1C(=O)OCC(=O)NC1CC1 returned H1N1 NS1A inhibition -7%, Salmonella PhoP GFP 3%, tuberculosis growth -4%, M. tuberculosis HTS -4% and VEEV TC-83 Vero 0.9%.
For Cc1cc(S(=O)(=O)n2cnc3ccccc32)c(C)cc1Cl the results were H1N1 NS1A inhibition -8%, Salmonella PhoP GFP -5%, tuberculosis growth 5%, M. tuberculosis HTS 10% and VEEV TC-83 Vero 0.0%.
For CS(=O)(=O)c1ccc(C(=O)N(CCc2ccccc2)Cc2ccccc2)cc1 the results were H1N1 NS1A inhibition 10%, Salmonella PhoP GFP -9%, tuberculosis growth 11%, M. tuberculosis HTS -2% and VEEV TC-83 Vero 4.2%.
Screening COCCN(Cc1ccccc1)C(=O)C1CCN(S(=O)(=O)c2ccc3c(c2)OCCO3)CC1 returned H1N1 NS1A inhibition -13%, tuberculosis growth 32%, M. tuberculosis HTS 5% and VEEV TC-83 Vero inactive.
Screening Cc1ccc2c(C)c(C(=O)N3CCN(Cc4ccc5c(c4)OCO5)CC3)oc2c1C returned H1N1 NS1A inhibition -1%, Salmonella PhoP GFP -3%, tuberculosis growth 36%, M. tuberculosis HTS 67% and VEEV TC-83 Vero 0.5%.
Screening CCCc1nc(NCc2ccncc2)c2nnn(Cc3ccccc3F)c2n1 returned H1N1 NS1A inhibition -9%, Salmonella PhoP GFP -10%, tuberculosis growth 13%, M. tuberculosis HTS 9% and VEEV TC-83 Vero 3.5%.
`O=C(CN1CCC(n2nnc3cc(F)ccc32)CC1)NC1CC1` gave H1N1 NS1A inhibition 5%, Salmonella PhoP GFP -7%, tuberculosis growth 9%, M. tuberculosis HTS 5% and VEEV TC-83 Vero inactive.
For CC(C)CCn1cnc2c(NCc3ccccc3)ncnc21 the results were H1N1 NS1A inhibition 0%, Salmonella PhoP GFP -11%, tuberculosis growth 16%, M. tuberculosis HTS 0% and VEEV TC-83 Vero 1.3%.
For CCn1c(CNC(=O)c2ccccc2F)cc2ccccc21 the results were H1N1 NS1A inhibition 2%, Salmonella PhoP GFP -3%, tuberculosis growth 22%, M. tuberculosis HTS -3% and VEEV TC-83 Vero inactive.
Screening CSc1ccc(CN2CCCN(C)CC2)cc1 returned H1N1 NS1A inhibition 29%, Salmonella PhoP GFP -5%, tuberculosis growth 9%, M. tuberculosis HTS 1% and VEEV TC-83 Vero 0.7%.
For O=C1CC2(CCN(C(=O)C3CC(=O)N(c4ccccc4)C3)CC2)Oc2ccccc21 (stereo not drawn) the results were H1N1 NS1A inhibition -1%, Salmonella PhoP GFP 0%, tuberculosis growth 12%, M. tuberculosis HTS 2% and VEEV TC-83 Vero 8.9%.
Screening Cc1nnc(SCC(=O)N(C(C)C)C(C)C)[nH]c1=O returned H1N1 NS1A inhibition -1%, Salmonella PhoP GFP 80%, tuberculosis growth 9%, M. tuberculosis HTS 0% and VEEV TC-83 Vero 3.3%.
`CCN(CC(=O)Nc1ccc(NC(C)=O)cc1)C(=O)/C=C/c1c(C)nn(-c2ccc(F)cc2)c1C` gave H1N1 NS1A inhibition -7%, Salmonella PhoP GFP 3%, tuberculosis growth 11%, M. tuberculosis HTS 1% and VEEV TC-83 Vero 6.2%.
Screening Cc1sc(NC(=O)CSc2nnnn2C2CCCCC2)c(C#N)c1C returned H1N1 NS1A inhibition 2%, Salmonella PhoP GFP 2%, tuberculosis growth -8%, M. tuberculosis HTS -7% and VEEV TC-83 Vero 5.4%.
For Clc1ccc(C2[C@H]3CN(CC4CCCCC4)[C@H](c4ccccc4)C34CC2(c2ccccc2)C4)cn1 (stereo partly drawn) the results were H1N1 NS1A inhibition 2%, Salmonella PhoP GFP -8%, tuberculosis growth 26%, M. tuberculosis HTS -4% and VEEV TC-83 Vero inactive.
Screening CCN(CC)CCNC(=O)/C(=C/c1cn(C)c2ccccc12)NC(=O)c1ccc(OC)c(OC)c1 returned H1N1 NS1A inhibition -23%, Salmonella PhoP GFP 1%, tuberculosis growth -21%, M. tuberculosis HTS -10% and VEEV TC-83 Vero inactive.
Screening Cc1ccc(OCC(=O)NCCCNC(=O)c2ccccn2)cc1C returned H1N1 NS1A inhibition -12%, Salmonella PhoP GFP 7%, tuberculosis growth -6%, M. tuberculosis HTS 2% and VEEV TC-83 Vero 1.0%.
For CC1CCCC(C)N1/N=C/c1cccc(Br)c1 (stereo not drawn) the results were H1N1 NS1A inhibition 2%, Salmonella PhoP GFP -3%, tuberculosis growth -13%, M. tuberculosis HTS 2% and VEEV TC-83 Vero 1.4%.
Screening NC(=S)N/N=C/c1cc([N+](=O)[O-])ccc1OCCOc1ccccc1 returned H1N1 NS1A inhibition 1%, Salmonella PhoP GFP 1%, tuberculosis growth 70%, M. tuberculosis HTS -4% and VEEV TC-83 Vero 3.4%.
Screening CC1CCCCC1n1c(=S)[nH]c2ccccc2c1=O (stereo not drawn) returned H1N1 NS1A inhibition -7%, Salmonella PhoP GFP 0% and VEEV TC-83 Vero 3.0%.
COc1ccc(N=Cc2ccc(N(CCC#N)CCC#N)cc2)cc1 was read as H1N1 NS1A inhibition -2% and VEEV TC-83 Vero 5.5%.
CN1CCN(c2ccc(CNS(=O)(=O)c3ccc(Cl)cc3)cc2)CC1 was read as H1N1 NS1A inhibition -13%, Salmonella PhoP GFP -2%, tuberculosis growth -8%, M. tuberculosis HTS -6% and VEEV TC-83 Vero inactive.
Screening CCCN1C(=O)SC(CC(=O)Nc2ccc(Br)cc2)C1=O (stereo not drawn) returned H1N1 NS1A inhibition -1%, Salmonella PhoP GFP -5%, tuberculosis growth 42%, M. tuberculosis HTS inconclusive, VEEV TC-83 Vero inactive and VEEV TC-83 Vero 10K pilot screen 2.7.
Screening O=C(O)c1ccccc1C(=O)Nc1ccc(Oc2ccccc2)cc1 returned Salmonella PhoP GFP 1%, tuberculosis growth 58%, M. tuberculosis HTS inconclusive and VEEV TC-83 Vero inactive.
Screening COc1cc(-c2ccccc2)[nH]c(=S)n1 returned H1N1 NS1A inhibition -21%, tuberculosis growth 2%, M. tuberculosis HTS -7% and VEEV TC-83 Vero 0.6%.
COc1ccc2sc(-c3ccccc3OC)c(C#CC(C)(C)O)c2c1 was read as H1N1 NS1A inhibition -9%, tuberculosis growth -1%, M. tuberculosis HTS 8%, VEEV TC-83 Vero 2.5% and VEEV TC-83 Vero 10K pilot screen 6.3.
Screening COc1ccc(-c2c(C#Cc3ccsc3)c3cc(-c4cccc5[nH]ccc45)ccc3n2C)cc1 returned H1N1 NS1A inhibition -9%, tuberculosis growth 20%, M. tuberculosis HTS 10% and VEEV TC-83 Vero 7.2%.
O=C(NC(=S)Nc1cccc2ncccc12)c1ccccc1 was read as H1N1 NS1A inhibition -1%, Salmonella PhoP GFP 9%, tuberculosis growth 22%, M. tuberculosis HTS 0% and VEEV TC-83 Vero 8.0%.
For S=C(Nc1ccc(Oc2ccccc2)cc1)N1CCOCC1 the results were H1N1 NS1A inhibition -5%, Salmonella PhoP GFP 13%, tuberculosis growth 41%, M. tuberculosis HTS -3% and VEEV TC-83 Vero 1.1%.
CN1C(=O)NC(NC(=O)c2ccncc2)(C(F)(F)F)C1=O (stereo not drawn) was read as H1N1 NS1A inhibition 1%, Salmonella PhoP GFP -5%, tuberculosis growth 7%, M. tuberculosis HTS 4% and VEEV TC-83 Vero 2.5%.
For C=CCc1cccc(/C=C/c2cc(=O)c3ccccc3[nH]2)c1O the results were H1N1 NS1A inhibition -4%, Salmonella PhoP GFP -13%, tuberculosis growth 44%, M. tuberculosis HTS -1% and VEEV TC-83 Vero 1.6%.
